# Compound activity from PubChem BioAssay.
# MCF10A rerep: induces DNA re-replication in MCF 10a normal breast cells; Potency, µM (highest dose often 46.1 µM), without a hit: top-dose activity, positive = re-replication, usual class: activators; hit rate 2.9% among 350,000; MCF 10A DNA re-replication, Hoechst nuclear intensity, 48 h; AID 624296; also: potency is read from the fitted curve at half-maximal effect; % of control where 0% means no effect; nearly all actives have a fitted effect of over 50% in size
# ATXN2 expr inh: ATXN2 expression inhibition | HEK-293 ATXN2-luciferase reporter, luminescence, 24 h | Potency, µM (highest dose often 57 µM), without a hit: at the highest dose activity change, negative = inhibition, most hits filed as inhibitors | hit rate 0.72% among 360,000 | AID 1745845; also: potency is read from the fitted curve at half-maximal effect; % is scaled to controls: 0 for no effect and ±100 for the full control effect; nearly all actives have a fitted effect of over 55% in size
#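 qHTS (up to 57 uM final) was run with 24 h compound exposure of reporter cells at 37 °C. Each well was multiplexed: SteadyGlo luminescence measured ATXN2-luciferase expression after a fluorogenic Gly-Phe-AFC viability readout (25 uM final).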
# SW480 rereplic: induces DNA re-replication in SW480 colon adenocarcinoma cells; SW480 DNA re-replication, Hoechst DNA content imaging, 48 h; Potency, µM (highest dose often 46.1 µM), inactives show top-dose re-replication activation, most hits filed as activators; hit rate 1.8% among 340,000; also: potency is read from the fitted curve at half-maximal effect; % of control where 0% means no effect; nearly all actives have a fitted effect of over 55% in size
#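 Per well, 250 cells were exposed to pinned compound for 48 hr. Nuclear DNA was visualised with Hoechst (40 min, 37 C) and total object intensity recorded by fluorescence scanning.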
# HT1080-NT tox: kills 2HG-producing HT-1080-NT fibrosarcoma cells; HT-1080-NT fibrosarcoma viability, CellTiter-Glo ATP luminescence, 48 h; Potency, µM (highest dose often 46.1 µM), for the others: at the top dose activity, negative = less viability, actives largely listed as cytotoxic; hit rate 1.6% among 360,000;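 also: NT is the 2HG producing partner of a matched IDH1 knockdown line; potency is read from the fitted curve at half-maximal effect; 0% = DMSO-treated cells and -100% = media-only wells without cells; nearly all actives have a fitted effect of over 55% in size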
#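 Toxicity toward the 2HG-producing NT line was scored as %Activity, normalised to DMSO and no-cell wells, from CellTiter-Glo luminescence after 48 hours' treatment.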
# IL1B secr inh: inhibitors of inflammasome signaling (IL-1 beta secretion) | THP-1 LPS/ATP IL-1B secretion, AlphaLISA, 16 h; active compounds read low | activity change, % at 57.5 µM | hit rate 4.7% among 360,000 | AID 743279; in the data active = activity change below about -50%; inconclusive = mostly about -30% to -49%; also: % is scaled to controls: 0 for no effect and ±100 for the full control effect
#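 THP-1 cells pretreated 1 hr with compounds (up to 57.5 uM final), then stimulated with LPS (250 ng/mL final) plus ATP (1.25 mM final); secreted IL-1B measured by AlphaLISA after 16 hr, decreased signal indicating inhibition.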
# HT1080 IDH1KD tx: kills HT-1080 cells with IDH1 knockdown. hit rate 2% among 360,000. Potency, µM (top dose mostly 46.1 µM), for the others: top-dose activity, negative = toxicity, actives largely listed as cytotoxic. HT-1080 IDH1 knockdown viability, ATP luminescence, 48 h;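 also: potency is read from the fitted curve at half-maximal effect; 0% = DMSO wells and -100% = cell-free medium wells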
#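 HT-1080-IDH1KD cells (IDH1 knocked down), 750/well in RPMI with 5% FBS, treated with compound 48 h at 37 degrees C. Viability by CellTiter-Glo luminescence, normalised to DMSO and no-cell wells; concentration-response curves classed.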
# KB-3-1 tox: kills parental KB-3-1 adenocarcinoma cells | hit rate 1.4% among 400,000 | KB-3-1 viability, CellTiter-Glo ATP luminescence, 72 h | Potency, µM (top dose mostly 46.1 µM), for the others: at the highest dose activity change, negative = cytotoxic, hits mostly cytotoxic; also: potency is read from the fitted curve at half-maximal effect; % is scaled to controls: 0 for no effect and ±100 for the full control effect; nearly all actives have a fitted effect of over 60% in size
#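 KB-3-1 cells, DMEM (no phenol red) + 10% FBS; compound by pin transfer, 72 h, 37 °C. Readout: CellTiter-Glo luminescence after 10 min. Data normalized, curve-fitted.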
# WRN helicase inh: blocks human WRN helicase | hit rate 0.46% among 360,000 | WRN helicase unwinding, fluorescent forked duplex, kinetic | Potency, µM (doses to about 114 µM), for inactives: at the highest dose activity change, negative = inhibition, most hits filed as inhibitors; also: potency is read from the fitted curve at half-maximal effect; % is scaled to controls: 0 for no effect and ±100 for the full control effect; nearly all actives have a fitted effect of over 55% in size
# Target sequence (Q14191 whole entry, looked up): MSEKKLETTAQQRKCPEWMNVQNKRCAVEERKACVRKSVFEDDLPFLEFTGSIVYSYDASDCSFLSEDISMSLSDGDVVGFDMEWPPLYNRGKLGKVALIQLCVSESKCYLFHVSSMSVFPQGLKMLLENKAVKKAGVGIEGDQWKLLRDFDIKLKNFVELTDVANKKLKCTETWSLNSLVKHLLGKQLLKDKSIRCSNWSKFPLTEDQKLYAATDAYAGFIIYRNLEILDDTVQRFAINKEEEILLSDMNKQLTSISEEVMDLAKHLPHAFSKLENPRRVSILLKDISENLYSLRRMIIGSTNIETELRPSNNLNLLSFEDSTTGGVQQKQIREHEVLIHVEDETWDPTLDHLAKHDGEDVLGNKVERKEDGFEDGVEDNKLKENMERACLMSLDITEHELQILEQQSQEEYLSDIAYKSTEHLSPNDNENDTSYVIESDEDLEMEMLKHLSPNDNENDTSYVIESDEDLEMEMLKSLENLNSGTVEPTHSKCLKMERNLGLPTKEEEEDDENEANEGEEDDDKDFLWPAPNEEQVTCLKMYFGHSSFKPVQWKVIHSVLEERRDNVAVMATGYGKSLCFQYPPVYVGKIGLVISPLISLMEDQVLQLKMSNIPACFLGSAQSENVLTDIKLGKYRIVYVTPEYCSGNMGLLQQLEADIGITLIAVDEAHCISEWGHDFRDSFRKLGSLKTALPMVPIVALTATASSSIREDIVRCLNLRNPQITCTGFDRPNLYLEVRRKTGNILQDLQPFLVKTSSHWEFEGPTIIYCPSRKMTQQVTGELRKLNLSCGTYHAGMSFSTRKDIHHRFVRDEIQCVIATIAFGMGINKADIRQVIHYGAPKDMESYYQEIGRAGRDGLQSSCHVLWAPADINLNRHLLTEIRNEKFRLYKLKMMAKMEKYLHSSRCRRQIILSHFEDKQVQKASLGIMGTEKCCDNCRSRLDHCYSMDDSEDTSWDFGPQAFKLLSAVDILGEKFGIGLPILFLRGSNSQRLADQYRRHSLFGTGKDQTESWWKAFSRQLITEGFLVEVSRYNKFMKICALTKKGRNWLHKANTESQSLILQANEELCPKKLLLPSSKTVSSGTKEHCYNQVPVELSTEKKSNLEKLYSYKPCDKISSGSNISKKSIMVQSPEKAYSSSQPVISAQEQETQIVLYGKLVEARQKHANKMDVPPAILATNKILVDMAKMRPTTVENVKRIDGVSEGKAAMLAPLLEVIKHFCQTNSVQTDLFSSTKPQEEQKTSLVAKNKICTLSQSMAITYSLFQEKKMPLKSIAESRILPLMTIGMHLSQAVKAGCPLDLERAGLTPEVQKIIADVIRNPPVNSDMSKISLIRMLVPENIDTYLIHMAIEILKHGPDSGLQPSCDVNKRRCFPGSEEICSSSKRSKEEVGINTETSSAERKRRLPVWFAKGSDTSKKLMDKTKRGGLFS
#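 Enzyme (20 nM final) and test compound sit together 15 min at room temperature before substrate addition. Substrate is a single-forked duplex oligonucleotide (100 nM) labelled with fluorophore and quencher, with 2 mM ATP; helicase unwinding raises red fluorescence, read kinetically.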
# KB-V1 MDR tox: KB-V1 MDR subline cytotoxicity | KB-V1 MDR cells viability, CellTiter-Glo, 72 h | Potency, µM (series often up to 46.1 µM), for the others: top-dose activity change, negative = cytotoxicity, hits mostly cytotoxic | hit rate 3.4% among 400,000; also: potency is read from the fitted curve at half-maximal effect; % is scaled to controls: 0 for no effect and ±100 for the full control effect; nearly all actives have a fitted effect of over 60% in size
#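 Drug-selected KB-V1 cells, grown in DMEM lacking phenol red with 10% FBS, receive compound titrations; after three days at 37 degrees C, surviving cell ATP is quantified by CellTiter-Glo luminescence and responses normalized and curve-fitted.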
# * marks the source's active call; other numbers are inactive results; i = inactive; u = inconclusive; x = no result given; & = joins results of further samples; [ ] = remark or other dose. Unless noted, calls follow the shape of the dose curve; as a rule, active = well fitted curve in the direction sought with a large enough effect; inconclusive = small, poorly fitted or top-dose-only effect, or another doubt; inactive = no such curve, though single readings can be large; an effect the other way counts as inactive or inconclusive.
canonical_smiles	MCF10A rerep	ATXN2 expr inh	SW480 rereplic	HT1080-NT tox	IL1B secr inh	HT1080 IDH1KD tx	KB-3-1 tox	WRN helicase inh	KB-V1 MDR tox
Cc1cccc(NC(=O)c2nc[nH]c2C(=O)NC2CCN(C(=O)OC(C)(C)C)CC2)c1	-17.9%	4.4%	-22.2%	7.3%	7.3	0.4%	0.3%	7.1%	7.3%
O=S(=O)(c1cccc(Cl)c1)N1CN(CC2CCCO2)c2nc3ccccc3nc21 (configuration not stated)	u	0.5%	u	-16.0%	u	-10.9%	-11.0%	-12.4%	-12.5%
CCOc1ccc2c(c1)c1nnc(SCC(=O)NC3CC3)nc1n2C	-6.4%	-7.9%	-47.3%[inhibitor]	1.5%	6.1	-5.2%	12.4%	4.3%[57.1 µM]	-3.9%
Cc1cc(-c2ccc(C(C)C)c(S(=O)(=O)Nc3ccccn3)c2)on1	11.1%	35.0%	-22.7%	23.2%	-3.5	11.9%	5.9%	-3.8%	u
COC(=O)C(NC(=O)C(CC(C)C)NC(=O)C1CCC(C)CC1)C(C)C (configuration not stated)	5.7%	2.3%	7.4%	10.3%	23.6	11.9%	2.4%	1.8%	u
CS(=O)(=O)Nc1ccccc1C(=O)NC1CC2CCC1C2 (configuration not stated)	12.3%	10.1%	u	7.9%	0.5	2.9%	0.2%	-6.0%	-23.6%
COc1ccc(-c2nc3ccccc3n2OCC(=O)O)cc1	0.4%	2.2%	-151.4%[inhibitor]	-14.5%	-7.1	-20.9%	-10.3%	1.1%	-15.2%
COc1ccc(C2NC(=O)NC(C)=C2C(C)=O)cc1 (configuration not stated)	0.7%	0.5%	-0.5%	21.7%	12.8	24.5%	9.0%	2.7%	20.3%

# One compound at a time (already shown).
# CCOc1ccc2c(c1)c1nnc(SCC(=O)NC3CC3)nc1n2C as listed: MCF10A rerep: -6.4%; ATXN2 expr inh: -7.9%; SW480 rereplic: -47.3%[inhibitor]; HT1080-NT tox: 1.5%; IL1B secr inh: 6.1; HT1080 IDH1KD tx: -5.2%; KB-3-1 tox: 12.4%; WRN helicase inh: 4.3%[57.1 µM]; KB-V1 MDR tox: -3.9%
# COc1ccc(-c2nc3ccccc3n2OCC(=O)O)cc1 as listed: MCF10A rerep: 0.4%; ATXN2 expr inh: 2.2%; SW480 rereplic: -151.4%[inhibitor]; HT1080-NT tox: -14.5%; IL1B secr inh: -7.1; HT1080 IDH1KD tx: -20.9%; KB-3-1 tox: -10.3%; WRN helicase inh: 1.1%; KB-V1 MDR tox: -15.2%

# The list continues.
canonical_smiles	MCF10A rerep	ATXN2 expr inh	SW480 rereplic	HT1080-NT tox	IL1B secr inh	HT1080 IDH1KD tx	KB-3-1 tox	WRN helicase inh	KB-V1 MDR tox
CCOC(=O)N1CCN(C(=O)CSc2nc3c([nH]c4ccccc43)c(=O)n2CCOC)CC1	-6.3%	0.6%	4.7%	-4.3%	i	-21.5%	0.0%	u	-22.1%
CC1=[N+]([O-])C(C)(C)N(O)C1(C)C	0.2%	-1.1%	-10.9%	-0.1%	0.5	2.1%	-3.9%	3.8%	4.4%
COc1ccccc1NC(=O)Cn1cc(C(=O)c2ccco2)c2ccccc21	27.7%	-5.6%	7.4%	1.6%	-50.0*	-2.0%	2.3%	-12.6%	-35.9%
COc1ccc(N2CCN(C(=O)Cn3nnc(-c4ccc(OC)c(OC)c4)n3)CC2)cc1	u	-9.5%	u	7.5%	19.7	7.7%	2.9%	-3.0%	-22.9%
Cc1ccc(-n2ncc(C(=O)Nc3cc(Cl)ccc3Cl)c2C2CCNCC2)cc1	0.0%	-38.3%	20.9%	-1.1%	-0.2	u	-0.8%	-4.3%	-24.5%
CCN1CCN(c2ncnc3sc(C)c(-c4ccccc4)c23)CC1	6.6%	-20.0%	-24.9%	-17.1%	-5.1	0.1%	0.3%	3.5%	-20.6%
Cn1ncc(Br)c1NC(=O)Nc1ccc(OC(F)(F)F)cc1	u	-19.5%	14.6%	27.3%	-7.7	-2.1%	u	-9.8%	0.0%
C=CCSc1nc(Cc2ccc(Cl)cc2)nc2ccccc12	11.2%	-2.3%	1.0%	-0.1%	-12.9	-0.5%	u	5.0%	16.4µM*
CC(=O)OC1CC2(C)C(=O)CCC2C2CCc3cc(O)ccc3C12 (configuration not stated)	u	-13.3%	-3.0%	0.0%	-1.1	0.0%	-0.6%	-10.9%	3.5%
CCn1cc(C(=O)N2CCCC(C(=O)c3cccc(C(F)(F)F)c3)C2)cn1 (configuration not stated)	x	x	x	1.4%	28.7	-5.2%	-1.6%	5.4%	u
Cc1nn2c(N3CCN(C)CC3)cc(C(C)(C)C)nc2c1-c1ccccc1	u	-32.6%	u	20.6µM*	-86.9*	16.4µM*	u	-8.0%	u
Cc1cccn2cc(-c3ccc4c(c3)NC(=O)CO4)nc12	2.5%	26.0%	-17.9%	0.1%	-22.8	-4.3%	12.7%	-16.8%	-5.4%
COc1ccc(S(=O)(=O)n2oc(=O)cc2-c2ccccc2)cc1	u	-0.6%	-5.7%	12.5%	-7.4	8.0%	-3.0%	8.5%[57.1 µM]	16.6%
NS(=O)(=O)c1cc2c(cc1Cl)NC=NS2(=O)=O	-9.5%	5.5%&11.8%&-0.9%	15.2%	28.4%	18.4	4.7%	0.0%	1.7%	7.1%
COc1ccc(CN(C(=O)c2ccc3c(c2)OCCO3)C(C(=O)NC2CCCCC2)c2ccc3ncccc3c2)cc1 (configuration not stated)	13µM*	1.4%	5.6%	-29.6%	12.8	4.8%[9.24 µM]	5.8%	-5.4%[57.1 µM]	1.3%
CCCCC[C@H]1CN(C2CCCCC2)C(=O)[C@@H]1CC(=O)NCc1ccc(OC)cc1	-4.7%	-14.4%	-12.6%	7.8%	19.0	5.1%	u	-7.4%	u
COc1cc2[nH]c(=O)n(CCCCCC(=O)NCCc3c[nH]c4ccccc34)c(=O)c2cc1OC	u	-4.4%	7.8%	-5.6%	u	-8.6%	8.8%	-11.5%	-9.9%
Cc1cc(OC(=O)c2c(C)cc(O)cc2O)cc(O)c1C(=O)O	-2.4%	-8.5%	3.7%	-0.3%	8.8	1.4%	0.0%	-6.6%	-23.0%
O=C(C/C=N\OCc1ccc(Cl)cc1Cl)Nc1ccccc1	-3.5%	2.0%	3.5%	5.2%	-7.3	21.6%	2.6%	-0.5%	u
CC(C)(C)c1ccc(NC(=O)N2CCCN(c3ccc([N+](=O)[O-])cn3)CC2)cc1	-12.6%	-11.1%	2.2%	-29.3%	x	u	u	-11.1%	10.3µM*
c1ccc(COc2ccc(Nc3ncnc4nc[nH]c34)cc2)cc1	3.5%	11.2%	-5.7%	-3.7%	97.0	-12.4%	3.9%	-7.6%	28.1%
O=C(Nc1nccs1)c1ccc2sc([C@H]3C[C@H](O)[C@@H](CO)O3)nc2c1	x	16.8%	x	15.4%	3.9	6.5%	0.0%	-5.5%	3.4%
COc1ccc(N(C(=O)c2ccco2)C(C(=O)NC2CCCC2)c2ccc(C)cc2)c(OC)c1 (configuration not stated)	3.7%	-16.1%	-0.7%	-27.6%	-3.0	-14.5%	-17.1%	0.5%	u
Clc1cccc(C2Nc3cccc4cccc(c34)N2)c1Cl	-10.1%	-13.5%	-2.1%	-17.2%	-21.7	-18.6%	-7.8%	-6.9%	-1.8%
CS(=O)(=O)c1ccc(-n2nnc3ccccc32)c([N+](=O)[O-])c1	10.4%	-6.5%	u	-16.4%	-15.3	-10.9%	u	-2.0%	-5.3%
CC1CCCN(C(=S)NCCc2ccccc2)C1 (configuration not stated)	6.2%	49.8%[activator]	-3.6%[9.22 µM]	-1.7%	-9.4	-0.5%	-7.4%	-4.8%	-8.7%
Cc1cc(OC(=O)c2ccc(S(=O)(=O)N3CCCCC3)cc2)c([N+](=O)[O-])c(=O)[nH]1	0.2%	-8.5%	-5.1%	7.2%	9.8	22.9%	1.0%	-4.8%	-5.0%
COc1ccc(CC2c3cc(OC)c(OC)cc3CC[N+]2(C)CCC(=O)OCCCCCOC(=O)CC[N+]2(C)CCc3cc(OC)c(OC)cc3C2Cc2ccc(OC)c(OC)c2)cc1OC (configuration not stated)	u	0.0%	u	18.4µM*	-63.5*	20.6µM*	-4.4%	-5.0%	u
CC1Oc2ccccc2N(CC(=O)NCCCN2CCOCC2)C1=O (configuration not stated)	-6.3%	-1.9%	-9.9%	9.8%	-10.3	8.1%	-12.4%	4.3%	1.2%
Cc1ccccc1CN1C2=NCCN2c2ccccc21	0.7%[9.22 µM]	-21.6%	u	-9.0%	-5.3	9.8%	u	4.0%	-26.2%
O=C(NCc1ccccc1Cl)c1cccc(NC(=O)c2ccccc2)c1	-3.1%	-3.1%	-0.9%	-18.3%	-11.1	-19.4%	-0.8%	-23.0%[57.1 µM]	u
CC(=O)C(=Cc1cn(-c2ccccc2)nc1-c1ccccc1)C(C)=O	29.1%	12.7%	-8.1%	8.3%	-6.7	11.8%	u	2.1%	-13.1%
COc1ccc2c(c1)O/C(=C\c1ccco1)C2=O	u	15.1%	1.3%	2.9%	-17.1	10.1%	5.2%	-16.5%	-6.4%
Nc1c(Br)cc(Br)c(N2CCCC2=O)c1Br	-0.4%	2.9%	1.6%	-1.1%	16.9	-7.2%	5.9%	7.3%	27.6%
CCC(=O)N1c2ccccc2-c2nnc(SC)nc2OC1c1ccc(OC)c(OC)c1 (configuration not stated)	-3.3%	-0.2%	-14.9%	-3.4%	-16.7	-3.0%	-7.3%	-4.4%	-7.0%
